LYP inhibition = inhibition of human PTPN22 tyrosine phosphatase – biochemical, DiFMUP fluorescence, recombinant catalytic domain, 10 µM, primary screen (AID 606). recombinant LYP catalytic domain, DiFMUP fluorescence; higher % means a stronger effect. inhibition, % at 10 µM; hits with a dose series show IC50 in µM. 52,000 tested, under 10 active;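 active means IC50 under 40 µM in the dose-response test; inactive means IC50 of 40 µM or more, or never dose-tested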
Spn DPM-DC inh = blocks S. pneumoniae diphosphomevalonate decarboxylase; purified DPM-DC, PK/LDH coupled NADH fluorescence; calls only at 10 µM; hit rate 0.49% among 65,000; AID 556;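 active means the 320 compounds with the highest percent inhibition in the single-dose primary screen, excluding strongly autofluorescent ones, cut at about 32% in these data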;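 further: kinetic rate of NADH fluorescence loss reporting ADP formed by the decarboxylase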
Bfl-1 inhibitors = displacement of Bid BH3 peptide from Bfl-1 – biochemical, fluorescence polarization, FITC-Bid, mouse, primary screen (AID 432). FITC-Bid BH3 peptide fluorescence polarization displacement; higher % means a stronger effect. one-dose displacement, % at 20 µM; IC50 in µM for titrated hits. hit rate 0.02% among 64,000; in the data active means a potency from the dose series; inactive means the rest, 99 in 100 with displacement below about 15%; further: strong numbers were not always called active
KRASV12 cytotoxicity = viability loss of HPDE-C7K cells – cell-based, fluorescence, HTS, primary screen (AID 431) | HPDE-C7K KRASV12 cells, Alamar Blue viability, 48 h; higher % means a stronger effect | hit rate 1.7% among 63,000 | cytotoxicity, % at 10 µM; hits with a dose series show EC50 in µM;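 active means compounds whose percent cytotoxicity in the single-dose primary screen, scaled between solvent and toxic-drug controls, exceeds 50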;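 further: 0% = DMSO solvent wells and 100% = doxorubicin-treated wells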
MK inhibit = blocks S. pneumoniae mevalonate kinase. purified MK, PK/LDH-coupled NADH absorbance 340 nm. inhibition, % at 10 µM. hit rate 0.48% among 65,000. AID 555;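 active means ranked among the strongest by inhibition in the single 10 µM screen, a fixed top-ranked set picked for dose follow-up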; further: no value below 0 was filed
HPDE-C7 viability = HPDE-C7 pancreatic duct cell viability loss – fluorescence, HTS (AID 430); HPDE-C7 pancreatic duct cells viability, fluorescence; higher % means a stronger effect; cytotoxicity, % at 10 µM, or EC50 in µM where a hit was titrated; hit rate 1.8% among 63,000;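 further: cells exposed to compound for 48 hours before viability readout; 0% = vehicle and 100% = reference cytotoxic drug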
PMK inhibit = inhibitors of Streptococcus pneumoniae phosphomevalonate kinase; purified PMK, PK/LDH-coupled NADH absorbance 340 nm; inhibition, % at 10 µM; hit rate 0.49% among 65,000;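 active means top-ranked compounds by inhibition in the single 10 µM screen, taking a fixed number of the strongest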;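 further: 0% = full reaction with DMSO carrier and 100% = background rate without enzyme reaction; no value below 0 was filed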
HT1080 cytotoxicity = cytotoxicity in HT1080 fibrosarcoma cells, cell-based, fluorescence readout (AID 620). cytotoxicity, % at 10 µM, or EC50 in µM where a hit was titrated. hit rate 0.42% among 87,000. HT1080 viability, fluorescence; higher % means a stronger effect;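 further: cells exposed to compound overnight then 4 h with Alamar Blue; 0% = vehicle DMSO and 100% = killing control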
Alkaline phosphatase = human TNAP enzyme inhibitors, biochemical, luminescent (AID 518). purified TNAP enzyme, luminescent substrate readout; higher % means a stronger effect. inhibition, % at 20 µM, or IC50 in µM where a hit was titrated. hit rate 0.09% among 64,000; in the data active means a potency from the dose series; inactive means the rest, 99 in 100 with inhibition below about 22%;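 further: plate controls were vehicle for no effect and reference inhibitor for full effect; many of its hits are not listed in these tables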
PMK inhibit pilot replicates = further read-out of PMK inhibit, marked with its call; inhibition, %; measured here: pilot screen replicates
MK inhibit pilot replicates = recorded beside MK inhibit, whose call it bears; inhibition, %; measured here: pilot screen replicates
Spn DPM-DC inh pilot screen % = further read-out of Spn DPM-DC inh, marked with its call; inhibition, %; measured here: pilot screen trials
Starred values were filed as active, the others as inactive; i = inactive; · = not tested or not shown. Unless noted, no stated cut-off is given here; in the data, active means cytotoxicity above about 50%; inactive means the rest. No enrichment for hits; overall some 3.5% were active at least once.

SMILES | LYP inhibition | Spn DPM-DC inh | Bfl-1 inhibitors | KRASV12 cytotoxicity | MK inhibit | HPDE-C7 viability | PMK inhibit | HT1080 cytotoxicity | Alkaline phosphatase | others
CCOC(=O)c1c(NC(=O)CSc2nnc(-c3ccc(OC)cc3)o2)sc2c1CCC2 | -1.2% | i | 1.1% | 18.6% | 7.0 | 25.3% | 9.0 | 0.4% | 20.1% | PMK inhibit pilot replicates=9.5;MK inhibit pilot replicates=1.5;Spn DPM-DC inh pilot screen %=3.0
CCc1nc(SCC(=O)c2ccc(C)c(C)c2)n[nH]1 | -2.5% | i | -2.0% | -2.5% | 3.0 | -11.3% | 8.0 | -5.5% | 5.9%
COc1ccc(C(=O)Nc2ccc(S(=O)(=O)N3CCOCC3)cc2)cc1OC | 6.7% | i | 1.7% | -21.1% | 0.0 | -8.8% | 0.0 | 2.1% | 4.6%
CC1(C)Oc2ccc3ccc(=O)oc3c2/C(=C/N)C1=O | 4.5% | i | 0.5% | -19.9% | 5.0 | -12.8% | 10.0 | 2.8% | 13.2%
CC(=O)N(CC(=O)O)c1ccccc1C(=O)O | 11.8% | i | -3.0% | 1.4% | 9.0 | -3.0% | 0.0 | · | 4.3%
COc1ccc(NC(=O)C2CCCN(S(=O)(=O)c3cnc[nH]3)C2)cc1 (stereo not drawn) | 6.7% | i | -4.5% | -5.3% | 3.0 | -12.9% | 0.0 | 2.4% | 14.2%
CCn1cc(C2=NOC(C(=O)Nc3cc(C)nn3-c3ccccc3)C2)c(C)n1 (stereo not drawn) | 15.3% | i | -4.1% | -3.4% | 0.0 | -14.5% | 8.0 | -5.6% | 6.1% | PMK inhibit pilot replicates=0.0;MK inhibit pilot replicates=1.5;Spn DPM-DC inh pilot screen %=0.0
C=CCn1c(SCC(=O)Nc2cc(NC(C)=O)ccc2OC)nnc1-c1ccccn1 | -28.6% | i | -0.1% | 4.4% | 8.0 | 4.2% | 3.0 | 0.9% | 3.4%
CCOC(=O)CCC(=O)N1CCNC(=O)C1 | 1.9% | · | -5.2% | -25.5% | · | -30.2% | · | -1.6% | 4.4%
O=C(COc1ccccc1O)Nc1ccc(Cl)cc1 | -2.2% | i | -11.1% | -10.8% | 4.0 | -5.2% | 10.0 | -0.7% | 2.3%
OC(COc1ccc2cc(Br)ccc2c1)CN1CCCC1 (stereo not drawn) | 1.9% | i | -6.1% | · | 13.0 | · | 0.0 | 18.5% | 1.2%
CNc1nc2c(c(=O)n(C)c(=O)n2C)n1Cc1ccccc1 | 6.4% | i | 1.2% | -16.1% | 6.0 | -8.7% | 1.0 | -7.1% | 9.4%
O=C(C(Cc1ccccc1)n1cccc1)N1CCCCCC1 (stereo not drawn) | -32.5% | i | -12.6% | -9.2% | 2.0 | -12.8% | 4.0 | 2.4% | 19.3% | PMK inhibit pilot replicates=0.0;MK inhibit pilot replicates=0.5;Spn DPM-DC inh pilot screen %=0.0
CCCn1c(CNS(=O)(=O)c2ccc(C)cc2)nc2ccccc21 | 8.6% | i | 5.1% | 5.2% | 8.0 | -4.3% | 2.0 | · | -0.3%
CCCCC(=O)Nc1nc(C)c(C(C)=O)s1 | -6.9% | i | 6.1% | -0.2% | 0.0 | -0.6% | 0.0 | 9.3% | 13.1%
CCCC12CN3CC(CCC)(CN(C1)C3C(O)C(O)C(O)CO)C2=O (stereo not drawn) | · | i | -6.3% | -3.9% | 3.0 | -1.0% | 12.0 | -2.3% | 4.5%
O=C(COC(=O)c1cccc(S(=O)(=O)N2CCN(c3ccccc3)CC2)c1)NCc1ccco1 | -0.1% | i | 2.6% | -9.0% | 0.0 | 2.8% | 13.0 | 3.4% | 7.3%
CCOC(=O)N1CCN(S(=O)(=O)c2ccc(OCC)c3ccccc23)CC1 | -11.0% | i | -5.0% | 39.2% | 1.0 | 39.4% | 14.0 | -5.4% | 12.9%
Cc1ccc(-n2c(Cc3cccs3)nnc2SCC(=O)Nc2ccc(S(N)(=O)=O)cc2)cc1 | 5.1% | i | -8.3% | 2.8% | 6.0 | 3.4% | 8.0 | -3.7% | 10.9%
Cc1ccc(-c2nnn(CC(=O)N(CC(=O)NCC3CCCO3)c3ccc(F)c(Cl)c3)n2)o1 (stereo not drawn) | -18.4% | i | -6.9% | -11.3% | 0.0 | -6.4% | 44.0* | 1.9% | 10.7%

Continued, overlapping the part above by two compounds.
SMILES | LYP inhibition | Spn DPM-DC inh | Bfl-1 inhibitors | KRASV12 cytotoxicity | MK inhibit | HPDE-C7 viability | PMK inhibit | HT1080 cytotoxicity | Alkaline phosphatase | others
Cc1ccc(-n2c(Cc3cccs3)nnc2SCC(=O)Nc2ccc(S(N)(=O)=O)cc2)cc1 | 5.1% | i | -8.3% | 2.8% | 6.0 | 3.4% | 8.0 | -3.7% | 10.9%
Cc1ccc(-c2nnn(CC(=O)N(CC(=O)NCC3CCCO3)c3ccc(F)c(Cl)c3)n2)o1 (stereo not drawn) | -18.4% | i | -6.9% | -11.3% | 0.0 | -6.4% | 44.0* | 1.9% | 10.7%
O=C(Nc1nncs1)c1ccc(Br)c(S(=O)(=O)N2CCCC2)c1 | 6.0% | i | -1.1% | -4.9% | 13.0 | 3.2% | 11.0 | -5.2% | 12.6%
O=C1CCCCCN1CP(=O)(O)CN1CCOCC1 | 14.3% | i | -4.8% | · | 11.0 | · | 6.0 | 4.2% | 9.7%
CCC(c1nnnn1C(C)(C)C)N1CCN(C2CCCC2)CC1 (stereo not drawn) | 13.6% | i | 1.9% | -1.3% | 15.0 | -9.7% | 15.0 | 0.9% | 8.2% | PMK inhibit pilot replicates=0.0;MK inhibit pilot replicates=0.0;Spn DPM-DC inh pilot screen %=1.5
Cc1c(Cl)cccc1Nc1nc(N)nc(CSCCO)n1 | 7.7% | i | 1.6% | -12.8% | 0.0 | -8.6% | 13.0 | 14.3% | 10.3%
COC(=O)CSc1nnc2n(C3CCCCC3)c(=O)c3c4c(sc3n12)CCCC4 | -6.1% | i | 7.5% | 17.3% | 11.0 | -3.3% | 0.0 | · | 12.2%
O=C1N2CCSC2=NC1(NS(=O)(=O)c1ccccc1)C(F)(F)F (stereo not drawn) | · | i | -4.4% | 2.7% | 0.0 | -1.0% | 0.0 | -3.0% | 2.8%
O=C(c1cnn2c(C(F)F)cc(-c3ccccc3)nc12)N1CCOCC1 | 21.5% | · | -8.8% | 4.0% | 7.0 | -7.5% | 13.0 | 3.2% | 11.3%
Cc1noc(C)c1CSc1nnc2c(C)cc3ccccc3n12 | 6.9% | i | -3.0% | 15.9% | 5.0 | 16.0% | 3.0 | 18.7% | 14.9%
COc1cc(C(=O)N2CCCC(c3nc(-c4cccs4)no3)C2)cc(OC)c1OC (stereo not drawn) | 9.7% | i | -4.4% | -12.2% | 12.0 | -13.3% | 13.0 | -8.4% | 0.5% | PMK inhibit pilot replicates=0.5;MK inhibit pilot replicates=0.0;Spn DPM-DC inh pilot screen %=0.0
Cc1ccc(CN2CC34C=CC(O3)C(C(=O)NCc3ccco3)C4C2=O)cc1 (stereo not drawn) | 6.1% | i | -6.7% | 3.2% | 6.0 | -5.4% | 10.0 | -9.4% | 7.4%
CCS(=O)(=O)N1CCN(C(=O)CCC2CCCC2)CC1 | -2.9% | i | -8.4% | -15.3% | 0.0 | -15.7% | 0.0 | -1.7% | 23.2%
COc1ccc(-n2c3c(cc(C(=O)Nc4ccc5c(c4)C(=O)NC5=O)c2=O)C(=O)CCC3)cc1 | 7.7% | i | -4.8% | 61.2%* | 8.0 | 58.8%* | 13.0 | -7.2% | 8.5%
CCCSC1=C(C#N)C(c2ccc(O)c(OC)c2)CC(=O)N1 (stereo not drawn) | 7.0% | i | -3.7% | 2.2% | 1.0 | 0.0% | 12.0 | 11.1% | 5.5%
CCN(CC)C(=O)CSC1=C(C#N)C(c2cccs2)C=C(C)N1 (stereo not drawn) | 8.9% | i | 4.6% | 13.7% | 12.0 | 9.1% | 0.0 | 8.2% | 12.0%
O=C(NC1CCCC1)c1cccc(S(=O)(=O)N2CCCCC2)c1 | -9.6% | i | 1.9% | -9.8% | 4.0 | -13.4% | 5.0 | -1.3% | 6.0%
Cc1c(C(=O)Nc2ccc(Cl)cn2)oc2ccccc12 | 8.5% | i | 1.8% | -4.3% | 6.0 | -1.1% | 5.0 | 1.2% | 17.6%
O=C(O)c1cc2nc(-c3ccccc3)cc(C(F)(F)F)n2n1 | · | i | 8.2% | 10.1% | 11.0 | -3.3% | 4.0 | 17.3% | 13.3%
O=C(CSc1ncnc2c1oc1ccccc12)Nc1ccccc1F | 7.2% | i | 0.7% | 20.8% | 4.0 | 7.8% | 1.0 | -5.4% | 12.4% | PMK inhibit pilot replicates=1.0;MK inhibit pilot replicates=3.5;Spn DPM-DC inh pilot screen %=3.0
O=C1CC(C(=O)Nc2nccs2)C(c2ccccc2)O1 (stereo not drawn) | -0.2% | i | · | · | 8.0 | · | 8.0 | -1.2% | ·
Cc1nnc(SCCC(=O)Nc2nc(-c3ccccc3)ns2)s1 | 5.5% | i | -1.2% | 34.2% | 2.0 | 28.5% | 6.0 | -14.9% | 11.9%
CC(C(=O)N1CCOCC1)N1C(=O)c2ccccc2C1=O (stereo not drawn) | -22.2% | i | -5.7% | -6.9% | 2.0 | -13.2% | 0.0 | -3.9% | 7.2%
CCOC(=O)C(C)n1cnc2c(cnn2-c2ccc(Cl)cc2)c1=O (stereo not drawn) | 1.9% | i | -4.7% | -18.4% | 5.0 | -12.9% | 17.0 | -1.9% | 5.4%
Cn1c(C(=O)N2CCN(C(=O)c3ccco3)CC2)cc2c(=O)n3ccccc3nc21 | 8.6% | · | 5.0% | -9.8% | 2.0 | -13.7% | 3.0 | 14.0% | 2.2% | PMK inhibit pilot replicates=0.0;MK inhibit pilot replicates=0.0
COc1ccccc1C1=NOC(Cn2c(=O)c3c(ncn3C)n(C)c2=O)C1 (stereo not drawn) | · | i | -3.1% | -17.3% | 8.0 | -17.7% | 12.0 | 8.0% | 0.1%
COc1ccc(C2CC(=O)N3CN(c4ccc(C)c(Cl)c4)CSC3=C2C#N)cc1 (stereo not drawn) | -2.1% | i | -3.1% | 3.9% | 7.0 | 1.3% | 0.0 | -4.3% | 10.5%
Cn1c(C2CCCN2C(=O)OC(C)(C)C)n[nH]c1=S (stereo not drawn) | 0.2% | i | -5.2% | · | 0.0 | · | 12.0 | -2.7% | 11.0%
CCOC(=O)C1CCN(c2cc(=O)n(-c3ccccc3Cl)c(=O)[nH]2)CC1 | 14.9% | i | · | · | 10.0 | · | 17.0 | -12.4% | ·
O=C(NCc1ccc2c(c1)OCO2)c1cnc2n(c1=O)CCS2 | 15.5% | i | 1.5% | 11.4% | 4.0 | 7.0% | 10.0 | -6.4% | -5.3%
COc1cc(NC(=O)c2ccc(Br)o2)c(C(=O)O)cc1OC | 5.5% | i | 5.8% | 2.3% | 8.0 | 1.3% | 7.0 | 0.1% | 12.6%
O=C(O)c1ccc(CSc2nnnn2C2CCCCC2)cc1 | 14.5% | i | -3.4% | -6.9% | 11.0 | -4.9% | 4.0 | 3.7% | -0.7%
Cc1cc(C)nc(SCC(=O)NC2=NC(=O)C(C)S2)n1 (stereo not drawn) | 14.0% | i | -8.0% | -6.9% | 13.0 | -3.3% | 12.0 | -1.1% | 9.3%

Bioassay records from PubChem.
